From PubChem
p53 reactivation: qHTS assay for re-activators of p53 using a Luc reporter; Potency, µM (series often up to 92.2 µM), inactives show at the top dose activity change, positive = activation, usual class: activators; AID 504706, 2011; H1299 p53-A138V BP100-luciferase reporter, luminescence, 24 h; 320,000 tested, 0.063% active; note: potency is the fitted concentration of half-maximal effect; % of control where 0% means no effect; nearly all actives have a fitted effect of over 45% in size
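H1299 (p53-null), stable ts p53-A138V + BP100-Luc; 1000 cells/well, Opti-MEM/10% FBS; cpd 4 pt, 1:5; 24 h, 37 deg C, 5% CO2; detection reagent 10 min RT; luminescence.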
CXXC DNA block: qHTS Fluorescence Polarization Assay for Inhibitors of MLL CXXC domain - DNA interaction; MLL-CXXC / FITC-HOXA9 DNA fluorescence polarization; Histone-lysine N-methyltransferase 2A (Homo sapiens), Q03164; Potency, µM (top dose mostly 115 µM), inactives show at the highest dose activity change, negative = inhibition, most hits filed as inhibitors; 290,000 tested, 0.037% active; active = well fitted inhibition curve with a large enough effect in the polarisation, with a control signal flat, not every such curve was filed as active; inconclusive = small, poorly fitted or top-dose-only effect, or effect the other way, or a change in a side signal; inactive = no such curve, though single readings can be large or run the other way; the % refers to the polarisation; note: potency is the fitted concentration of half-maximal effect
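Fluorescence polarization: 7 uM MLL-CXXC (stock) preincubated 5 min with compounds, then 50 nM fluorescein-HOX-A9 DNA (stock) added; 30 min ambient. Buffer 50 mM Tris-HCl pH 7.5, 50 mM NaCl, 1 mM DTT, 0.05% BSA.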
TRPV1 ag: HTS Assay for Compounds that Act as Agonists of the Vanilloid Receptor 1; AID 540275, 2011; 320,000 tested, 0.19% active; TRPV1-expressing cells, Fluo-8 calcium influx, agonist mode; activation, % at 8.33 µM; Transient receptor potential cation channel subfamily V member 1 (Homo sapiens), Q8NER1; in the data active = activation above about 80%; inconclusive = between about 30% and that limit; note: 0% is about no effect
Target sequence (Q8NER1 whole entry, looked up): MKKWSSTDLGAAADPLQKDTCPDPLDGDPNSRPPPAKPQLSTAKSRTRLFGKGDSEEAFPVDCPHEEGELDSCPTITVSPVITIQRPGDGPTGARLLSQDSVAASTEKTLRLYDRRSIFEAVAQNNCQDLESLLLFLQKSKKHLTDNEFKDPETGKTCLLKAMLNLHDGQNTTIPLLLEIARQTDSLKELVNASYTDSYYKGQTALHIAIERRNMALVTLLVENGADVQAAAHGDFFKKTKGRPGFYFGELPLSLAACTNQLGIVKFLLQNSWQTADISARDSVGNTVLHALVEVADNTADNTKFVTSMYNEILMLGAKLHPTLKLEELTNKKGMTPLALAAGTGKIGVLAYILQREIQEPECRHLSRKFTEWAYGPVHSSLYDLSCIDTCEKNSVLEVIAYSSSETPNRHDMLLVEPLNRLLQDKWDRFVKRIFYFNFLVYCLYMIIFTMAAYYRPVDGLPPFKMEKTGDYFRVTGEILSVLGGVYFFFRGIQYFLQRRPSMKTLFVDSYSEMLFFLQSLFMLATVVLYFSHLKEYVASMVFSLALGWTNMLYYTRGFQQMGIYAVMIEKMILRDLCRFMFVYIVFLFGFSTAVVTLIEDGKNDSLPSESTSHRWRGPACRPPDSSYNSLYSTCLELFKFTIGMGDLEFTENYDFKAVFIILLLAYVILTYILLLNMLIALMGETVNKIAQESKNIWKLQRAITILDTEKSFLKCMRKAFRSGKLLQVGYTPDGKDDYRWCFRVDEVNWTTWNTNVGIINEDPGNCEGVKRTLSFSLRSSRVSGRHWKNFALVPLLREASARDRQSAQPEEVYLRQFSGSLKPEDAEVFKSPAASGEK
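Cells expressing TRPV1 were dye-loaded with Fluo-8 and read kinetically: 10 s baseline, 3 min after compound (agonist portion), then 2 min after EC20 capsaicin (allosteric enhancer portion). Calcium-bound dye fluorescence at 480/520 nm.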
ELG1 DNA repair: qHTS screen for small molecules that inhibit ELG1-dependent DNA repair in human embryonic kidney (HEK293T) cells expressing luciferase-tagged ELG1. HEK293T ELG1-luciferase reporter, luminescence, 16 h; DNA damage induced by 5-fluorouridine. Potency, µM (doses to about 46.1 µM), inactives show at the top dose activity change, negative = inhibition, most hits filed as inhibitors. 330,000 tested, 2.3% active; note: potency is the fitted concentration of half-maximal effect; % is set by controls: 0 for no effect and ±100 for the full control effect; nearly all actives have a fitted effect of over 55% in size
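Step one: seed 2,000 cells per well. Step two: pin-transfer compound or DMSO alongside 5-fluorouridine. Step three: incubate 16 hr, 37 °C, 5% CO2. Step four: add ONE-Glo, wait 30 min, read luminescence.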
AT treatment: qHTS Assay for Identifying a Potential Treatment of Ataxia-Telangiectasia; […] A-T fibroblasts, KAP-1 phosphorylation AlphaLISA; neocarzinostatin DNA damage 30 min before lysis; Potency, µM (titrated, usually from 57.5 µM), inactives show at the highest dose activation, most hits filed as activators; 320,000 tested, 0.19% active; AID 485349, 2010; note: potency is the fitted concentration of half-maximal effect; % of control where 0% means no effect; nearly all actives have a fitted effect of over 45% in size
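ATM-like activity read as KAP-1 phosphorylation via AlphaLISA donor/acceptor antibody pairs after lysis and 6 hr at 25C. Cells were ATM-null patient fibroblasts ([…], hTERT), dosed 60 min, then exposed to the DSB inducer NCS for 30 min.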
TCR activator: Activators of T cell receptors: qHTS campaign | primary human leukocytes, anti-CD3, IL-2 HTRF, 48 h | Potency, µM (doses to about 9.22 µM), without a hit: at the top dose activation of IL-2 secretion, hits mostly activators | 330,000 tested, under 10 active; note: % of control where 0% means no effect
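HTRF read-out of IL-2 secretion: europium cryptate donor excited at 320nm, d2 acceptor emission at 665nm. Cells were primary human leukocytes incubated 48 hr with compounds and a-CD3 beads, supplying TCR signal only.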
PTAP TSG101 blk: qHTS Assay for Iinhibitors of HIV-1 Budding by Blocking the Interaction of PTAP/TSG101; Tumor susceptibility gene 101 protein (Homo sapiens), Q99816; Fluorescence polarization, FITC-PTAP peptide / Tsg101 binding; Potency, µM (top dose mostly 115 µM), for the others: at the top dose activity change, negative = inhibition, usual class: inhibitors; 340,000 tested, under 10 active; AID 493005, 2010; active = well fitted inhibition curve with a large enough effect in the main read-out, with a control signal flat, not every such curve was filed as active; inconclusive = small, poorly fitted or top-dose-only effect, or effect the other way, or a change in a side signal; inactive = no such curve, though single readings can be large or run the other way; note: potency is the fitted concentration of half-maximal effect; % of control where 0% means no effect
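Fluorescence anisotropy tracks displacement of a FITC-tagged PTAP peptide (50 nM) from the Tsg101 binding domain (10 uM), following a 20 min room-temperature incubation at pH 7.5.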
BRCA1 expr act: qHTS Assay to Identify Small Molecule Activators of BRCA1 Expression | MCF7-BRCA1-FFLuc reporter, luminescence, 48 h; response scale: scaled: vehicle 0%, 10 µM genistein 100% | Potency, µM (top dose mostly 46.1 µM), for inactives: top-dose activation, most hits filed as activators | 380,000 tested, 1.1% active; note: potency is the fitted concentration of half-maximal effect; nearly all actives have a fitted effect of over 80% in size; some results filed as inactive show a strong effect at the top dose
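Reporter cells (MCF7, BRCA1 promoter-firefly luciferase) received library compounds across a concentration series for 48 h. End-point luminescence was measured and concentration-effect curves derived after normalization.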
B2AR arrestin: qHTS assay of beta-arrestin-biased ligands of beta2-adrenergic receptor. Beta-2 adrenergic receptor (Homo sapiens), P07550. beta-arrestin recruitment to beta2AR, cell-based reporter. Potency, µM (top dose mostly 46.1 µM), for inactives: top-dose activation, usual class: activators. 330,000 tested, 0.02% active;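 note: potency is the fitted concentration of half-maximal effect; 0% = DMSO controls and full agonism = EC100 isoproterenol or metaproterenol; nearly all actives have a fitted effect of over 65% in size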
Integrin act MD: qHTS for Activators of Integrin-Mediated Alleviation for Muscular Dystrophy. AID 624291, 2012. 350,000 tested, 0.064% active. alpha7betagal myoblasts, beta-gal FDG fluorescence, 48 h. Potency, µM (highest dose often 38.3 µM), without a hit: top-dose activation, most hits filed as activators;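 note: potency is the fitted concentration of half-maximal effect; 100% = response of the positive control SU9516; nearly all actives have a fitted effect of over 60% in size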
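alpha7betagal+/- myoblasts (passage 13, 250/well) treated 48 h at 37C with compounds at 1:260 dilution of DMSO stock. Lysed, then beta-galactosidase activity read as FDG fluorescence (ex 480/em 540) after 30 min, with pre-read for autofluorescence.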
An asterisk follows results filed as active; ? = inconclusive; nt = not tested or not shown; & = joins results of further samples; [ ] = dose if it differs, or a comment. Unless noted, calls come from the whole dose curve; as a rule, active = well fitted curve in the direction sought with a large enough effect; inconclusive = small, poorly fitted or top-dose-only effect, or another doubt; inactive = no such curve, though single readings can be large; an effect the other way counts as inactive or inconclusive.

SMILES	p53 reactivation	CXXC DNA block	TRPV1 ag	ELG1 DNA repair	AT treatment	TCR activator	PTAP TSG101 blk	BRCA1 expr act	B2AR arrestin	Integrin act MD
CCOC(=O)C1=NNC2(c3ccc(C)cc3)C(=O)N(c3ccc(Cl)cc3)C(=O)C12 (configuration not stated)	-8%	4%	1	7%	1%	5%[46.1 µM]	0%	7%	-0.7%	-6%
COc1cccc(NC(=O)COC(=O)C2=NN(c3ccccc3)C(=O)CC2)c1	16%	nt	nt	7%	14%	1%[46.1 µM]	-2%	-22%	-0.2%	4%
OCC1CCCCN1C(=S)NCc1ccco1 (configuration not stated)	-1%	0%	0	6%	0%	-4%	-4%	-3%	-0.6%	-11%
Cc1ccc(NC(=O)CN(C)C(=O)CCCN2C(=O)c3ccccc3C2=O)cc1	22%	-2%	0	?	-2%	nt	-8%	10%	-0.3%	10%
CCOC(=O)N1CCN(C(=O)CSc2nnc(COc3ccc(Cl)cc3)o2)CC1	-1%	-4%	1	-17%	20%	0%	-1%	7%	-0.1%	10%
O=C(Nc1ccc(F)cc1F)N1CCN(C(=O)c2ccco2)CC1	nt	17%	0	0%	0%	5%	2%	-5%	-0.7%	18%
Cc1ccc(NS(=O)(=O)c2ccccc2)c(NS(=O)(=O)c2ccccc2)c1	nt	nt	nt	nt	nt	-4%	-8%	-42%	nt	28%
COc1ccccc1CCNC(=O)CC1C(=O)NCCN1CCCc1ccccc1 (configuration not stated)	-10%	?	7	4%	-11%	-5%	0%	-56%	-0.8%	-12%
COc1ccc2oc(=O)c(-c3nnc(N)s3)cc2c1	12%	-3%	-5	?	?	3%	-2%	14µM*	0.1%	4%
CCOc1cc(CNc2ccc(O)cc2)cc(Br)c1OCc1ccccc1F	-10%	4%	1	?	8%	-91%	-1%	-82%	15%	-58%[inhibitor]
O=C1NC(Cc2c[nH]c3ccccc23)C(=O)N1CCOc1ccc(F)cc1 (configuration not stated)	14%	-2%	?	2%	nt	1%	-2%	1%	-0.4%	-22%
CC(C)(C)C(=O)CSc1nc2ncc(Br)cc2[nH]1	?	7%	7	16%	4%	-6%	-1%	26%	-0.8%	0%
COc1ccc(-c2ccc3c(c2)c(C#Cc2ccsc2)c(-c2cc(OC)cc(OC)c2)n3C)cc1	-2%	nt	nt	?	1%	-3%	1%	13%	-0.1%	18%
CCCN(CC(=O)Nc1ccc(Cl)cc1Cl)C(=O)CC(NC(C)=O)c1ccccc1 (configuration not stated)	0%	-3%	9	-26%	44%	0%	nt	14%	0.2%	14%
COCCSc1ccccc1C(=O)N1CCN(Cc2ccc3c(c2)OCO3)CC1	-8%	-3%	2	-12%	-8%	5%	-19%	-3%	-0.3%	3%
O=C(CN1CCCCC1)N1N=C(c2cccs2)CC1c1cccs1 (configuration not stated)	-4%	-3%	0	6%	-1%	1%	-2%	1%	-0.4%	6%
c1ccc(-c2nc(-c3cccnc3)n[nH]2)cc1	46%	-5%	0	?	3%	-11%[46.1 µM]	nt	nt	-0.7%	nt
Nc1ccc(Oc2cc(N)cc(Oc3ccccc3)c2)cc1	8%	8%	7	?	10%	-4%	-2%	7.1µM*	0.3%	17%
Cc1cc(N2CCCC2=O)cc(C)c1S(=O)(=O)NCCOc1ccc(C(C)(C)C)cc1	7%	-8%	?	21µM*	0%	0%[46.1 µM]	-6%	-75%	0.3%	-50%[inhibitor]
O=C(CSc1ncnc2sc3c(c12)CCC3)N1CCOCC1	-3%	1%	19	5%	7%	0%	-3%	-7%	0.0%	0%
N#Cc1ccc(-c2ccc(OCC(=O)NCCCN3CCCC3=O)cc2)cc1	0%	4%	23	?	8%	-1%	1%	5%	-0.2%	4%
CC(=O)c1c(C)oc2ccc(NS(=O)(=O)c3ccccc3)cc12	-4%	8%	1	?	3%	1%	1%	-38%	0.5%	-11%
Cc1[nH]c2ccccc2c1/C=N\NC(=O)c1ccco1	16%	?	0	?	4%	4%	-4%	3%	-0.1%	?
CCOC(=O)COn1c(SCC(=O)OCC)nc2ccccc2c1=O	nt	2%	9	nt	nt	2%	-4%	-2%	nt	33%[7.66 µM]
N=c1c2c3c(sc2ncn1N)CCC3	6%	-5%	-7	-5%	5%	-4%	-2%	-20%	-0.1%	13%
CC(=O)c1ccc(N(CC(=O)Nc2cc(C)on2)S(=O)(=O)c2ccc(C)cc2)cc1	-5%	nt	nt	-2%	3%	-2%	0%	18%	-0.2%	1%
O=C(NCc1ccccc1F)C1CCCN1C(=O)NCc1ccccc1 (configuration not stated)	-3%	-13%	-1	12%	5%	-2%	-4%	2%	0.4%	8%
COc1ccc(S(=O)(=O)c2c(O)c3ccc(C(=O)Nc4cccc(F)c4)cc3[nH]c2=O)cc1	-5%	27%	-12	0%	-7%	-6%	-8%	-3%	-1.1%	-9%
COc1cc(CNc2ccc3[nH]c(=O)[nH]c3c2)cc(Cl)c1OCC(=O)NC(C)(C)C	-18%	23%	4	-7%	-4%	5%	-11%	0%	0.0%	3%
CCOCCOC(=O)C1=C(C)NC2=C(C(=O)CC(c3cccs3)C2)C1c1ccsc1 (configuration not stated)	-1%	3%	18	?	18%	2%	-3%	-62%	0.0%	-10%
CCOc1ccc(-n2c(=O)c3c4c(sc3n(CC(=O)NCC3CCCO3)c2=O)CCCC4)cc1 (configuration not stated)	1%	6%	2	1%	0%	-6%	1%	1%	-1.0%	-36%
COc1ccc(CCN=C(N)NS(=O)(=O)c2ccc(F)cc2)cc1OC	-1%	2%	-2	-7%	-5%	4%	nt	-7%	-0.3%	-16%
Cc1ccc(SCCCCN2C(=O)NC(C)(C)C2=O)cc1	?	-9%	26	16%	-5%	-15%	-4%	6%	0.1%	-14%
Cn1cc(/C=C(\NC(=O)c2ccccc2Cl)C(=O)NCCCN2CCOCC2)c2ccccc21	9%	22%	-2	1%	-6%	3%	1%	-22%	0.5%	15%
COc1ccccc1NC(=O)CSc1nnc(COc2ccc(Cl)cc2)n1Cc1ccco1	3%	-7%	10	?	-7%	7%	-2%	-20%	-0.5%	5%
CC1(C)CC(=O)NC=C(c2ccccc2)C1	1%	0%	0	-2%	10%	-9%	-2%	24%	0.5%	16%
O=C(C1CCN(S(=O)(=O)c2cccs2)CC1)N1CCN(c2ccccc2O)CC1	0%	nt	4	-14%	-5%	-3%	0%	-14%	0.4%	-12%
CCn1ncc([N+](=O)[O-])c1C(=O)Nc1c(C)cccc1C	-30%	2%	1	0%	13%	nt	-3%	-2%	5.0%	-61%[inhibitor]
CCOC(=O)c1nc2nc(-c3cccs3)cc(C(F)(F)F)n2n1	2%	-2%	-4	19%	-3%	-5%[46.1 µM]	-1%	-19%	-1.0%	-7%
OC(COC(c1ccccc1)c1ccccc1)CN1CCCCC1 (configuration not stated)	-5%	17%	4	1%	nt	0%[46.1 µM]	-6%	-13%	1.8%	-23%
O=C(O)c1cccc(S(=O)(=O)N2CCN(Cc3ccc4c(c3)OCO4)CC2)c1	10%	-1%	2	1%	-9%	3%	-4%	13%	-0.2%	17%
N#C/C(=N\Nc1ccc([N+](=O)[O-])cc1)C(N)=S	15%	6%	-1	?	-8%	-15%	1%	-43%	0.1%	17%
COc1ccccc1-n1c(-c2ccccc2)c[n+]2c1CCc1ccccc1-2	-5%&-6%	-3%&-6%	2&1	3.3µM*	-11%&3%	0%&-2%	-7%&0%	-55%&-97%	0.4%&0.4%	-17%&-13%
CCN(CC)S(=O)(=O)c1cccc(C(=O)NCC(c2ccccc2)N(C)C)c1 (configuration not stated)	-1%	-1%	-2	8%	-2%	7%	1%	-1%	-0.1%	-24%
CC1(C)Cc2cccc(OCC(=O)Nc3ccc(OCC(N)=O)cc3)c2O1	5%	-2%	16	-8%	3%	-1%	-5%	0%	0.4%	9%
O=C(Nc1ccccc1)/C(=C1\CCCN1)[N+](=O)[O-]	1%	-7%	3	?	-24%	-2%	-2%	64%	-0.1%	0%
Cc1cc(NC(=O)CCSc2nc(-c3ccco3)cc(C(F)(F)F)n2)n(-c2ccccc2)n1	-3%	-9%	2	26µM*	9%	1%[46.1 µM]	-1%	-29%	-0.8%	-14%
OC(COc1ccc2ccccc2c1Cl)CN1CCOCC1 (configuration not stated)	?	12%	14	?	1%	6%	-5%	?	-1.0%	2%
